LAP4-GFP MLPCN – yeast TOR pathway LAP4-GFP modulation | S. cerevisiae LAP4-GFP multiplex, flow cytometry GFP, 3 h; median GFP as percent of DMSO wells | GFP response vs DMSO, % at 10 µM | 0.34% of 320,000 active | AID 2023;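 active = GFP response vs DMSO above a set limit, about the screen mean plus 3 SD, cut at about 150% in these data; inconclusive = under 70 cell events counted for the yeast strain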
proCasp3 act – procaspase-3 (human) activation; P42574; recombinant procaspase-3 D3A, Ac-DEVD-pNA absorbance 405 nm; activation, % at 8.5 µM; 0.11% of 330,000 active; AID 463141;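 active = activation above the mean of all tested compounds plus 3 SD, cut at about 21% in these data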;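 also: 0% = DMSO alone and 100% = DMSO wells spiked with extra 5 µM PC-3 D3A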
Target sequence (P42574 whole entry D9A/D28A/D175A): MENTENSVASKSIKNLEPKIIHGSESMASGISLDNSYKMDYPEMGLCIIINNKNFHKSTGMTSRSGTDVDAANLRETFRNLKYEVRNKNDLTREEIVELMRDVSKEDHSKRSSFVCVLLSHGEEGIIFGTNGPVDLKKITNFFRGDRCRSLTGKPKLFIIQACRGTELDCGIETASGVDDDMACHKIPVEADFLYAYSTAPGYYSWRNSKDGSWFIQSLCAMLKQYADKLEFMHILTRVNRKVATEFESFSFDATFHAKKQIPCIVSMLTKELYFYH
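Technique: 405 nm absorbance of p-nitroaniline, reads at 0 and 120 min; Test system: Procaspase-3 D3A mutant; Incubation: 1 h enzyme-compound preincubation, then 2 h substrate reaction, 25 °C; Repeats: singlicate, each compound tested once; Benchmarks: low control DMSO wells, high control DMSO plus 5 µM PC-3 D3A.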
AGP1 TOR yeast – alters AGP1-GFP fluorescence in TOR pathway yeast screen; AID 2066; GFP response vs DMSO, % at 10 µM; S. cerevisiae AGP1-GFP multiplex flow cytometry, 3 h; GFP as percent of DMSO wells; 0.02% of 320,000 active;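 active = GFP response relative to DMSO above a set limit, near screen average plus 3 SD, cut at about 150% in these data; inconclusive = fewer than 70 cells counted for the yeast strain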;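 also: median GFP channel fluorescence of the gated AGP1 strain per well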
CIT2-GFP yeast – alters CIT2-GFP fluorescence in TOR pathway yeast screen. S. cerevisiae CIT2-GFP strain, flow cytometry, 3 h; 100 means same as DMSO wells. GFP response vs DMSO, % at 10 µM. 0.065% of 320,000 active. AID 2029;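 active = GFP response relative to DMSO above a set limit, near the screen mean plus 3 SD, cut at about 150% in these data; inconclusive = Fewer than 70 cells measured for a yeast strain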;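 also: ratio of well median GFP fluorescence to mean of DMSO wells on the plate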
MEP2 TOR yeast – yeast TOR pathway MEP2-GFP modulation; S. cerevisiae MEP2-GFP strain, flow cytometry GFP, 3 h; 100% = DMSO control level; AID 2016; 0.51% of 330,000 active; GFP response vs DMSO, % at 10 µM;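 active = GFP response versus DMSO above a set limit, roughly screen mean plus 3 SD, cut at about 180% in these data; inconclusive = fewer than 70 cells counted for a yeast strain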;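 also: median GFP fluorescence of the barcode-gated MEP2-GFP cells per well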
RPL19A-GFP yeast – alters RPL19A-GFP fluorescence in TOR pathway yeast screen | percent response vs DMSO, % at 10 µM | S. cerevisiae RPL19A-GFP strain, flow cytometry, 3 h; hits give low values | 0.3% of 330,000 active;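 active = percent response vs DMSO below 50%; inconclusive = fewer than 70 events counted for the yeast strain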;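 also: median channel GFP fluorescence of the barcoded RPL19A-GFP strain; ratio of sample median GFP to plate DMSO average so 100% = DMSO; lower means less RPL19A-GFP as with rapamycin TOR inhibition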
AHR activator – activators of human aryl hydrocarbon receptor; AHR-responsive luciferase reporter cells, luminescence; P35869; AID 2796; activation, % at 5 µM; 2.5% of 320,000 active; in the data active = activation above about 47%;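 also: 0% = vehicle wells and 100% = reference agonist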
procasp7 counter – activates human procaspase-7, counter-screen for procaspase-3 activators; activation, % at 8.5 µM; recombinant procaspase-7, Ac-DEVD-pNA absorbance 405 nm; D23A/D198A/D206A triple mutant, cannot self-cleave; scale: DMSO 0, 5 µM enzyme 100; P55210; 0.093% of 330,000 active;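 active = percent activation above the screen-wide mean plus 3 SD, cut at about 25% in these data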
Target sequence (P55210 whole entry D23A/D198A/D206A): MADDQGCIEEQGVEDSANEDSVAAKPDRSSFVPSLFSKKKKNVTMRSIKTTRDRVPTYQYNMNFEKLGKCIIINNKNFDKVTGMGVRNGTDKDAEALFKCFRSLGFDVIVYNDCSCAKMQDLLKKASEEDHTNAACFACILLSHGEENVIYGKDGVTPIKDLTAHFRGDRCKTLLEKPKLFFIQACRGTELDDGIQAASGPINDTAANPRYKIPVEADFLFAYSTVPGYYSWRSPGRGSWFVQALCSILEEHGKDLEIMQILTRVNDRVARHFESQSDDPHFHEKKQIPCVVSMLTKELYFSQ
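Assay system: Uncleavable procaspase-7 mutant enzyme; Input: 2 µM procaspase-7 mutant as dispensed; Also added: DEVD-pNA substrate; Medium: Zinc-free HEPES pH 7.4 with 300 mM NaCl, 0.01% Triton X-100; Timing: 1 h compound preincubation, 2 h substrate cleavage, 25 °C; Measured by: Epi-absorbance of released pNA at 405 nm, two timepoints.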
Numbers without * were called inactive; ? = inconclusive; . = no result given; [ ] = dose if it differs, or a comment.

mol	LAP4-GFP MLPCN	proCasp3 act	AGP1 TOR yeast	CIT2-GFP yeast	MEP2 TOR yeast	RPL19A-GFP yeast	AHR activator	procasp7 counter
CC(=O)NC(Cc1ccc(F)cc1)C(=O)NC1CCN(C(=O)Nc2cccc(C)c2)CC1 (stereo not drawn)	96.9	9.9	105.2	110.0	103.2	103.4	15.3	5.5
N#CC(C(=O)NCc1ccccc1)c1nc2ccccc2nc1N1CCCC1 (stereo not drawn)	131.7	-0.3	96.1	122.7	217.5*	104.0	11.8	7.4
CC(C)C(=O)NCCn1ccc2ccccc21	81.8	5.4	93.1	93.0	92.9	89.3	-3.6	11.9
NC(=O)c1c(NC(=O)c2cccc(N3C(=O)CCC3=O)c2)sc2c1CCCCC2	96.9	1.2	100.3	101.2	101.1	106.7	9.4	-3.2
CCn1c(SCc2ccccc2)nnc1C1CCCCC1	89.4	7.2	90.3	94.1	99.6	98.5	3.7	-3.0
CC(C)c1ccccc1OCCCN1CCCC1	79.4	-4.4	97.7	105.1	93.1	99.3	-0.6	-3.2
OCCC1CN(Cc2cccc3c2OCO3)CCN1Cc1ccccc1 (stereo not drawn)	94.5	8.8	94.4	.	94.9	91.8	4.8	4.6
CC1CCC(NC(=O)C2c3ccccc3C(=O)N2Cc2cccs2)CC1 (stereo not drawn)	106.2	6.8	112.9	112.2	114.0	110.2	1.7	1.3
Cc1ccc(CNC(=O)C2CCN(S(=O)(=O)N3CCCCC3)CC2)cc1	92.3	5.3	92.1	95.2	93.1	91.8	1.9	3.7
CC(=O)N1CCOc2ccc(S(=O)(=O)NCCc3ccc(Cl)cc3)cc21	119.3	1.4	85.5	102.8	120.6	97.3	2.9	-1.8
CC(=O)Nc1ccc(NC(=O)COC(=O)c2ccc([N+](=O)[O-])o2)cc1	97.3	7.2	100.6	110.0	105.0	100.1	-0.9	8.7
COc1cc(CNc2ccc(O)cc2)cc(Br)c1OCc1ccccc1F	110.8	-7.5	94.3	86.6	98.6	99.0	-1.0	-11.2
Cc1ccc(-c2nc(N)sc2CC(=O)OCC(=O)NC2CCCC(C)C2C)cc1 (stereo not drawn)	94.0	0.7	90.8	99.1	104.7	100.5	-0.1	-1.1
Cc1ccccc1OCCC(=O)N1CCN(S(=O)(=O)c2ccc(Cl)cc2)CC1	109.3	10.3	113.3	88.7	98.1	103.1	-0.2	10.7
COCCN(Cc1ccc(C)c(Br)c1)C(=O)Cn1cnc(S(=O)(=O)N2CCCC2)c1	99.0	7.4	101.5	97.7	102.3	100.4	-0.9	-7.1
Cc1ccsc1C(=O)N(c1nc2ccccc2s1)c1c(C)cccc1C	94.9	-2.5	104.7	107.6	102.5	95.1	4.9	7.2
Cc1cc(NC(=O)CSc2nnc(-c3ccccc3F)n2N)no1	.	7.7	97.8	102.5	99.0	96.5	-0.4	7.8
CCNS(=O)(=O)c1ccc(CCC(=O)NCCC2=CCCCC2)cc1	94.5	-4.0	111.6	114.2	104.3	108.0	0.4	2.1
COc1cc(C(=O)Nc2ccc(-c3nnc(-c4ccco4)o3)cc2)cc(OC)c1OC	98.5	-2.9	98.7	99.8	99.1	94.9	-1.6	8.3
O=C1/C(=C/c2ccc(O)cc2)SC(=S)N1CC1CCCO1 (stereo not drawn)	100.5	-10.4	96.7	80.4	83.5	86.3	-3.0	-12.7
COc1ccc(/C=N/NS(=O)(=O)c2ccccc2)cc1OS(=O)(=O)c1ccccc1	104.2	2.9	101.1	98.5	106.5	102.0	3.9	-5.5
O=C(COC(=O)CNC(=O)c1ccc(Cl)cc1Cl)Nc1cccc(S(=O)(=O)N2CCCC2)c1	102.4	1.0	103.2	99.1	106.2	98.9	-0.7	13.7
Cc1ccccc1-n1nnnc1SC1CCOC1=O (stereo not drawn)	.	-9.8	100.6	93.6	89.3	97.2	4.5	-8.5
CCCc1nnc(SCC(=O)Nc2nc(C)cs2)n1CCOC	101.1	-2.0	101.8	107.8	104.4	101.8	0.3	0.4
CC(C)(C)c1ccc(C(=O)NCCCNC(=O)c2ccco2)cc1	96.2	3.3	99.3	113.1	108.6	103.1	6.2	1.9

Rewritten with two lines to a compound: two of the compounds above
Value order – LAP4-GFP MLPCN	proCasp3 act	AGP1 TOR yeast	CIT2-GFP yeast	MEP2 TOR yeast	RPL19A-GFP yeast	AHR activator	procasp7 counter
> COc1cc(CNc2ccc(O)cc2)cc(Br)c1OCc1ccccc1F
    110.8	-7.5	94.3	86.6	98.6	99.0	-1.0	-11.2
> Cc1ccc(-c2nc(N)sc2CC(=O)OCC(=O)NC2CCCC(C)C2C)cc1 (stereo not drawn)
    94.0	0.7	90.8	99.1	104.7	100.5	-0.1	-1.1

(continued)
mol	LAP4-GFP MLPCN	proCasp3 act	AGP1 TOR yeast	CIT2-GFP yeast	MEP2 TOR yeast	RPL19A-GFP yeast	AHR activator	procasp7 counter
CCOc1ccc(C(=O)NC(=S)N(Cc2ccccc2)Cc2ccccc2)cc1	111.5	0.0	108.5	106.4	113.5	92.1	2.8	-19.1
NC(=O)C1(N2CCCCC2)CCN(C(=O)c2cccs2)CC1	102.4	15.6	101.7	104.2	106.0	98.2	1.2	2.6
COc1ccc(C2C(C#N)=C(N)Oc3cc4c(cc32)OCO4)cc1 (stereo not drawn)	102.9	3.6	100.9	95.3	104.1	96.5	0.6	1.3
COc1ccc(CC(C)Nc2ccccc2F)cc1 (stereo not drawn)	100.7	-2.2	97.3	102.2	105.2	101.0	-0.1	11.9
CCC(=O)NC(=S)NNC(=O)c1ccc(OC)cc1	105.0	-0.6	114.0	104.0	103.1	99.2	0.8	-6.9
Cc1cc(N2C(=O)c3ccc(C(=O)Nc4ccccc4O)cc3C2=O)no1	95.7	6.7	106.0	101.5	95.0	101.8	17.4	4.8
CCOc1ccc(S(=O)(=O)N2CCC(C(=O)OC(C)C(=O)N3CCOCC3)CC2)cc1 (stereo not drawn)	94.9	5.0	102.2	103.9	99.1	95.7	-2.1	10.1
O=C(NC1CCN(Cc2ccc(Cl)cc2Cl)CC1)c1ccccc1	94.7	1.8	97.3	100.8	112.1	105.0	4.2	-4.1
O=C(CN1CCCC1)Nc1ccc(Br)cc1[N+](=O)[O-]	85.8	-5.2	98.4	101.4	106.8	105.6	1.3	-11.8
CCC1CCC(N2CCN(c3ccc([N+](=O)[O-])cc3)CC2)CC1 (stereo not drawn)	96.5	.	94.1	102.3	109.7	98.6	.	.
CCCCCn1nc(C(=O)OCc2nc(N)nc(Nc3ccccc3)n2)c2ccccc2c1=O	85.1	-4.4	72.7	73.2	88.4	96.4	1.0	3.3
c1ccc(-[n+]2nc(Nc3cccc4ccccc34)sc2-c2c3ccccc3cc3ccccc23)cc1	88.4[may fluoresce violet]	1.9	?	?	?	83.8[may fluoresce violet]	62.3*	3.5
CC(=O)Nc1ccc(NC(=O)CS(=O)(=O)c2cn(CC(=O)N3CCCCC3)c3ccccc23)cc1	80.4	1.9	94.5	98.7	95.1	97.7	-6.1	8.2
Cn1c(-c2cccc3ccccc23)n[nH]c1=S	98.2	-1.6	101.7	95.4	100.0	96.0	1.3	-27.6
COc1ccc(CN2CCN(Cc3ccc(CO)o3)CC2CCO)cc1C (stereo not drawn)	87.6	10.3	104.2	105.6	104.8	105.8	-0.6	-6.1
CN1C(=O)C(=O)/C(=C(/O)c2ccc(Br)cc2)C1c1cccc([N+](=O)[O-])c1 (stereo not drawn)	95.7	-4.5	93.9	94.6	104.3	103.3	0.9	-4.1
O=C(COC(=O)CC1CCCC1)Nc1cc2c(cc1Cl)C(=O)c1ccccc1C2=O	102.4	10.3	99.4	104.7	103.0	101.0	117.4*	-7.1
Cc1nc2ccccc2cc1C(=O)N(C)Cc1ccccc1	?	2.2	?	?	?	?	-3.1	0.3
CCCNC(=O)C(Cc1ccc(Cl)cc1)NC(=O)c1ccc(C#N)cc1 (stereo not drawn)	108.4	-0.4	99.7	97.3	100.0	98.2	-1.2	8.9
O=C(NCc1cccs1)C1CCCN(S(=O)(=O)c2cnc[nH]2)C1 (stereo not drawn)	104.7	11.8	98.9	96.9	101.0	99.5	-1.1	-0.1
COc1ccc(C(=O)N2CCN(S(=O)(=O)c3cc(Cl)ccc3OC)CC2)cc1	94.6	0.6	93.8	92.7	94.3	93.8	1.1	8.1
NS(=O)(=O)c1ccc2nc(NC(=O)C3CCCO3)sc2c1 (stereo not drawn)	94.8	0.6	100.1	100.7	97.7	103.0	1.6	-9.6
O=C(O)c1ccc(N2CCCC2=O)cc1	98.0	-5.1	105.0	101.0	104.3	99.8	4.5	1.4
CCOC(=O)Cn1c(=NC(=O)c2cc(-c3cccs3)nc3ccccc23)sc2cc(S(N)(=O)=O)ccc21	92.0	-3.8	98.7	98.7	101.1	99.6	-0.7	-11.2
Cc1cccc(C(=O)N2CCCCCC2)c1	108.0	9.9	98.8	90.2	92.1	94.2	2.8	1.2

More results:
mol	LAP4-GFP MLPCN	proCasp3 act	AGP1 TOR yeast	CIT2-GFP yeast	MEP2 TOR yeast	RPL19A-GFP yeast	AHR activator	procasp7 counter
O=C(O)CCC(=O)OCCc1cc2ccccc2c(=O)o1	96.9	-7.5	86.9	88.2	88.5	89.6	2.7	-7.9
Cc1ccc(N=C2NC(=O)/C(=C/c3cccn3C)S2)cc1C	115.1	-16.8	104.6	97.1	99.9	99.0	7.2	-12.1
O=C(Nc1csc([N+](=O)[O-])c1)Nc1ccccc1Cl	104.3	-2.1	101.3	97.7	107.0	100.5	1.2	5.1
C=CCn1c(SCC(=O)N2CCOCC2)nc(O)c(Cc2ccccc2)c1=O	88.6	-14.5	89.0	91.6	96.4	90.2	6.2	-2.3
O=C1c2ccccc2C(O)N1Cc1ccccc1Cl (stereo not drawn)	123.4	-2.1	107.6	123.1	94.2	102.3	1.4	1.5
CCOc1cnc(C(=O)NNC(=O)c2ccccc2Br)o1	104.0	-5.0	107.7	103.5	105.8	96.7	2.2	7.6
COc1ccc(-c2csc3nc(C)nc(N4CCN(c5ccc(C(C)=O)cc5)CC4)c23)cc1OC	106.6	-4.6	108.9	99.6	105.0	101.8	7.7	2.0
COc1ccc(CNC(=O)c2csnn2)cc1	93.8	0.1	92.4	98.5	96.5	88.8	5.4	11.8
O=C(c1ccc(S(=O)(=O)N2CCOCC2)cc1)N1CCN(c2ccc(F)cc2)CC1	85.5	-2.3	82.7	87.6	91.8	91.0	3.7	-5.4
Cc1ccc(C(=O)OC(C)C(=O)NC2CCCCC2)cc1S(=O)(=O)N1CCCCC1 (stereo not drawn)	105.3	-3.1	108.6	99.4	103.6	101.2	-0.1	-0.3
CCOC(=O)c1nnn(-c2nonc2N)c1CSc1nnc(N)s1	94.5	-2.7	98.0	88.9	98.3	90.8	2.0	14.8
COCCNC(=O)c1ccccc1NC(=O)c1ccc(OC)c(OC)c1	100.1	8.3	114.9	95.5	96.6	105.2	14.2	4.0
O=C(NCCC1=CCCCC1)c1ccc(Cl)c([N+](=O)[O-])c1	111.0	-7.1	102.2	81.5	105.6	101.0	4.7	-7.0

Source: PubChem
